Screening data deposited in PubChem by several laboratories.
hcDAF-12 act = activates DAF-12 receptor from parasite H. contortus | AID 652067 | activation, % at 6.8 µM | HEK293 hcDAF-12 lit1-tk-luc reporter, luminescence; 0% DMSO, 100% Δ7-dafachronic acid | hit rate 1.4% among 370,000;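 active = activation above the mean of all tested compounds plus 3 SD, cut at about 5.5% in these data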;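 note: 100% = response to 3 µM Δ7-dafachronic acid high control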
proKLK7 act = proKLK7 (human) activation, primary screen; purified proKLK7, EDANS-DABCYL substrate fluorescence; 100% is mature enzyme control, 0% vehicle; activation, % at 7 µM; hit rate 0.9% among 370,000;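 active = activation above the mean of all tested compounds plus 3 SD, computed per campaign excluding outliers beyond control limits, cut at about 13% in these data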
SMARCA2 activ = SMARCA2 function activation, primary screen. activation, % at 9.1 µM. MG213 cells, MMTV-luciferase reporter, dexamethasone, overnight. hit rate 1% among 370,000; in the data active = activation above about 7.8%;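 note: 0% = vehicle wells and 100% = reference activator wells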
GC-B act = GC-B (human) receptor activation | hit rate 0.11% among 370,000 | activation, % at 10 µM | HEK293-GC-B cells, CNP EC30, cGMP TR-FRET; 0% at EC30 CNP, 100% saturating CNP | AID 1920062 | P20594;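 active = activation at 10 µM reaching about 35% in either raw or pattern-adjusted values, limit read from the data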
GC-A act = GC-A (human) enzyme activation. HEK293 GC-A cells, cGMP TR-FRET, EC30 ANP; 0% at EC30 ANP, 100% saturating ANP. P16066. hit rate 0.14% among 370,000. AID 1671463. activation, % at 10 µM; in the data active = activation above about 40%
Target sequence (P16066 whole entry, looked up): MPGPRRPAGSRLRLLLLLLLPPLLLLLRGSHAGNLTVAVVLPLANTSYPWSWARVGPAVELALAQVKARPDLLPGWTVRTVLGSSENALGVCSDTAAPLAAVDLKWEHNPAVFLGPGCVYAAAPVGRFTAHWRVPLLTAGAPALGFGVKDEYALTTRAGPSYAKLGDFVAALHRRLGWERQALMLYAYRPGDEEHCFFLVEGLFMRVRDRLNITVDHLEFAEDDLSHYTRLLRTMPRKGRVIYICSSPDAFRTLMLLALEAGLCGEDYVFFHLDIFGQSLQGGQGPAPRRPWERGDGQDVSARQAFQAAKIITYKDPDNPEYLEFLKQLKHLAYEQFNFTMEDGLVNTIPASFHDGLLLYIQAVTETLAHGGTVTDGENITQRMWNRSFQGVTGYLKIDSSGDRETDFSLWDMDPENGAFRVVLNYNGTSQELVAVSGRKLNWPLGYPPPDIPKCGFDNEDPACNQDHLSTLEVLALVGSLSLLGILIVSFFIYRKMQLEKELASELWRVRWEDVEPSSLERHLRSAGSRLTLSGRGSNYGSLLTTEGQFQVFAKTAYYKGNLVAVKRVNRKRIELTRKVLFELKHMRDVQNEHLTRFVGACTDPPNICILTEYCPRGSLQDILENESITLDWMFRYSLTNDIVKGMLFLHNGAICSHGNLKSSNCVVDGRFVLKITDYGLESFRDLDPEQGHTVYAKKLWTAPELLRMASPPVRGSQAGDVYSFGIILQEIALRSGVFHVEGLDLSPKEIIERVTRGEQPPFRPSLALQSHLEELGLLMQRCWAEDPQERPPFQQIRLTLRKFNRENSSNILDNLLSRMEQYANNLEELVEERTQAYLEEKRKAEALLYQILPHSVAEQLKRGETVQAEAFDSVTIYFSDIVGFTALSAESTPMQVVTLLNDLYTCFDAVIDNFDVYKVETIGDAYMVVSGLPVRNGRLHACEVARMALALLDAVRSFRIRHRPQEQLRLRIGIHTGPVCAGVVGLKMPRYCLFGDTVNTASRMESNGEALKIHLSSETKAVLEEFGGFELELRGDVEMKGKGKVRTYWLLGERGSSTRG
sPLA2-III inh = Inhibits HGIII-sPLA2 liposome hydrolysis, primary screen; inhibition, % at 12.2 µM; Q9NZ20; QFRET BODIPY PC-A2 liposome hydrolysis, fluorescence; hit rate 0.56% among 370,000;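 active = inhibition above mean plus 3 SD of compounds lying within the high and low control bounds, cut at about 19% in these data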;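 note: 0% = median of test compound wells and 100% = no enzyme DMSO wells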
DAX1 inh-1 = inhibits human nuclear receptor DAX1 | hit rate 0.99% among 340,000 | HEK293 Gal4-DAX1 luciferase reporter, luminescence | inhibition, % at 6.75 µM | AID 504766 | P51843;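 active = inhibition above the mean over all tested compounds plus 3 SD, cut at about 4.2% in these data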;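 note: 0% = DAX1-transfected cells with DMSO and 100% = empty-vector control cells with DMSO; inhibition shows as a rise in luminescence from relieved DAX1 repression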
GAA850 FXN act = frataxin GAA850 promoter activation; HEK293 lucGAA850 FXN promoter luciferase reporter, 24 h; percent of 10 µM SAHA response; activation, % at 6 µM; hit rate 0.56% among 360,000; AID 540364;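 active = activation above the average of all compounds screened plus 3 SD, cutoff fixed separately per campaign, cut at about 7.5% in these data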;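 note: 0% = DMSO wells and 100% = 10 µM SAHA wells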
DAX1 inh-2 = blocks DAX1 repression of SF-1 activated StAR promoter. AID 652010. inhibition, % at 6.8 µM. hit rate 1.1% among 370,000. HEK293T StAR-luciferase reporter, SF-1/DAX-1 repression relief;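 active = inhibition above the mean over all tested compounds plus 3 SD, cut at about 3.6% in these data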;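 note: 0% = DAX-1 cells with DMSO and 100% = cells lacking DAX-1 with DMSO; higher inhibition means more luminescence from relief of DAX-1 repression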
ssDAF12 agonist = activators of S. stercoralis DAF-12 nuclear receptor. activation, % at 6.8 µM. HEK293 ssDAF-12/GRIP1 lit1-tk-luc reporter, luminescence; % of 3 µM dafachronic acid response. hit rate 1% among 370,000;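 active = activation above the mean over all tested compounds plus 3 SD, cut at about 0.9% in these data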;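 note: 0% = DMSO-only wells and 100% = 3 µM delta7-dafachronic acid wells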
hgDAF-12 ag = agonists of H. glycines DAF-12 nuclear receptor. HEK293 GAL4-hgDAF12 UAS-luciferase reporter, agonist luminescence; normalized to butyrate control. activation, % at 6.8 µM. hit rate 1.8% among 370,000. AID 687014;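 active = activation above a cutoff set at the mean of all screened compounds plus 3 SD, cut at about 10% in these data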;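 note: 0% = DMSO wells and 100% = sodium butyrate wells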
An asterisk follows results filed as active; . = no result given.

Second line of a record – hcDAF-12 act	proKLK7 act	SMARCA2 activ	GC-B act	GC-A act	sPLA2-III inh	DAX1 inh-1	GAA850 FXN act	DAX1 inh-2	ssDAF12 agonist	hgDAF-12 ag
(1) Cc1cc(=O)c2c(C)nn(-c3ccccc3)c2[nH]1
→ 1.0	-0.9	0	-5	1	2	0.3	1.7	-0.3	-0.8	1.9
(2) O=C1C=CC(n2cc(F)c(=O)[nH]c2=O)O1 (stereo unspecified)
→ -1.7	-0.2	4	-2	1	4	2.9	7.4	-2.8	-1.7	-5.7
(3) CC1CC(C)CN(S(=O)(=O)c2ccc(C(=O)Nc3nnc(C4CC4)o3)cc2)C1 (stereo unspecified)
→ -0.5	0.0	-2	-3	1	6	0.7	1.5	-0.4	-0.9	1.0
(4) COCCNS(=O)(=O)c1ccc(-c2ccc(C)cc2)cc1
→ -2.1	-0.4	-5	-2	4	-16	-1.6	1.4	-1.0	-2.6	-3.6
(5) Cc1nn(C)cc1NC(=O)c1ccc(Br)o1
→ 1.5	-1.0	0	4	-1	3	1.9	-0.2	-0.2	-1.3	-0.6
(6) CCN(C(=O)CSc1nnc(-c2ccc(F)cc2)n1C)C1CCS(=O)(=O)C1 (stereo unspecified)
→ -1.9	0.2	-1	6	3	-1	0.3	0.1	-0.2	-0.8	3.1
(7) Cc1ccccc1C(=O)NC(=S)Nc1sc2c(c1C#N)CCCC2
→ -1.2	0.4	0	1	2	0	-0.8	3.2	0.2	-1.2	1.0
(8) CCOC(=O)c1sc(=S)n(-c2ccccc2Cl)c1C
→ -0.2	0.7	-3	-4	1	-3	0.1	-0.2	-0.7	-1.7	-2.3
(9) COc1ccc(OC)c(CN(CCN2CCOCC2)S(=O)(=O)c2ccc(NC(C)=O)cc2)c1
→ -1.0	0.4	-3	-2	-2	3	0.9	1.4	0.5	-1.6	-0.5
(10) O=C(COc1cccc(F)c1)NNC(=O)c1cccc(-n2cccc2)c1
→ -0.8	0.4	-4	0	0	-18	1.5	1.8	0.4	-0.7	3.2
(11) COc1ccc(CN2C(=O)CN(S(C)(=O)=O)CC2(C)c2nnnn2C2CCCCC2)cc1 (stereo unspecified)
→ -0.1	0.0	-1	2	6	-3	.	.	-1.1	-1.2	-0.4
(12) CCN(C(=O)CSc1nc2nc(C)cc(C)n2n1)C1CCS(=O)(=O)C1 (stereo unspecified)
→ -0.8	-0.8	-5	2	3	11	1.2	1.9	1.4	-1.2	-2.9
(13) CCOC(=O)c1nc(Nc2ccc(N3CCC(C)CC3)cc2)c2ccccc2n1
→ -4.6	-0.1	-5	-10	-13	3	-0.7	-0.7	-1.4	-2.0	-1.5
(14) COc1ccc(OCC(O)CN(CCO)CC(O)Cn2ccc3ccccc32)cc1 (stereo unspecified)
→ 1.9	0.9	0	-4	-6	-13	-1.4	1.7	0.0	-0.8	-0.6
(15) CCOC(=O)CNC(=O)N(CCOC)CC1CCCN(C2Cc3ccccc3C2)C1 (stereo unspecified)
→ 1.7	-0.5	-4	2	-2	1	-0.3	0.8	0.3	-0.7	1.9

Part of the list above in order of length of the SMILES, ascending.
Second line of a record – hcDAF-12 act	proKLK7 act	SMARCA2 activ	GC-B act	GC-A act	sPLA2-III inh	DAX1 inh-1	GAA850 FXN act	DAX1 inh-2	ssDAF12 agonist	hgDAF-12 ag
(5) Cc1nn(C)cc1NC(=O)c1ccc(Br)o1
→ 1.5	-1.0	0	4	-1	3	1.9	-0.2	-0.2	-1.3	-0.6
(8) CCOC(=O)c1sc(=S)n(-c2ccccc2Cl)c1C
→ -0.2	0.7	-3	-4	1	-3	0.1	-0.2	-0.7	-1.7	-2.3
(1) Cc1cc(=O)c2c(C)nn(-c3ccccc3)c2[nH]1
→ 1.0	-0.9	0	-5	1	2	0.3	1.7	-0.3	-0.8	1.9
(4) COCCNS(=O)(=O)c1ccc(-c2ccc(C)cc2)cc1
→ -2.1	-0.4	-5	-2	4	-16	-1.6	1.4	-1.0	-2.6	-3.6
(7) Cc1ccccc1C(=O)NC(=S)Nc1sc2c(c1C#N)CCCC2
→ -1.2	0.4	0	1	2	0	-0.8	3.2	0.2	-1.2	1.0
(14) COc1ccc(OCC(O)CN(CCO)CC(O)Cn2ccc3ccccc32)cc1 (stereo unspecified)
→ 1.9	0.9	0	-4	-6	-13	-1.4	1.7	0.0	-0.8	-0.6
(12) CCN(C(=O)CSc1nc2nc(C)cc(C)n2n1)C1CCS(=O)(=O)C1 (stereo unspecified)
→ -0.8	-0.8	-5	2	3	11	1.2	1.9	1.4	-1.2	-2.9
(6) CCN(C(=O)CSc1nnc(-c2ccc(F)cc2)n1C)C1CCS(=O)(=O)C1 (stereo unspecified)
→ -1.9	0.2	-1	6	3	-1	0.3	0.1	-0.2	-0.8	3.1
(3) CC1CC(C)CN(S(=O)(=O)c2ccc(C(=O)Nc3nnc(C4CC4)o3)cc2)C1 (stereo unspecified)
→ -0.5	0.0	-2	-3	1	6	0.7	1.5	-0.4	-0.9	1.0
(11) COc1ccc(CN2C(=O)CN(S(C)(=O)=O)CC2(C)c2nnnn2C2CCCCC2)cc1 (stereo unspecified)
→ -0.1	0.0	-1	2	6	-3	.	.	-1.1	-1.2	-0.4
(9) COc1ccc(OC)c(CN(CCN2CCOCC2)S(=O)(=O)c2ccc(NC(C)=O)cc2)c1
→ -1.0	0.4	-3	-2	-2	3	0.9	1.4	0.5	-1.6	-0.5

Going on with the list.
Second line of a record – hcDAF-12 act	proKLK7 act	SMARCA2 activ	GC-B act	GC-A act	sPLA2-III inh	DAX1 inh-1	GAA850 FXN act	DAX1 inh-2	ssDAF12 agonist	hgDAF-12 ag
(16) O=C(CSc1nnc(-c2ccccc2)n1CC1CCCO1)N1CCCC1 (stereo unspecified)
→ -0.3	0.9	2	-2	-2	-1	-0.9	0.4	0.3	-1.3	0.1
(17) O=C(NC1CCN(C(=O)N2c3ccccc3Sc3ccccc32)CC1)c1ccco1
→ 0.1	-0.5	-2	-10	6	2	-1.4	-4.1	0.4	-1.2	-2.4
(18) COc1ccc(NC(=O)Nc2ccc(C)cc2Br)c(OC)c1
→ -1.5	0.4	-2	-2	2	-1	1.5	2.7	-0.4	0.1	1.5
(19) OCC1OC(n2cnc3c(N4CCCC4)ncnc32)C(O)C1O (stereo unspecified)
→ -0.7	0.0	-4	2	1	6	-0.3	1.5	-1.7	-1.9	-0.7
(20) CCOC(=O)c1ccc2c(c1)nc(SCC(=O)c1cc3ccccc3o1)n2CC
→ 3.2	-0.4	0	22	21	-9	2.7	5.2	-0.6	0.0	3.0
(21) CC(=O)c1ccc2cccc3c2c1N=CN3C
→ -1.4	-1.6	3	-6	-4	0	0.9	1.7	-0.2	-0.7	-0.1
(22) COC(=O)C1=CN(c2ccc(OC)cc2)C(N)=C(C#N)C1c1ccccc1F (stereo unspecified)
→ -0.6	-2.3	-3	2	4	6	.	.	3.8*	-1.6	0.6
(23) CS(=O)(=O)N(CCc1ccccc1)CC(=O)N1CCN(Cc2ccc3c(c2)OCO3)CC1
→ -1.4	-0.6	-3	1	-4	1	-0.7	-0.6	-1.8	-1.1	-2.5
(24) Cc1cc(C)nc(NS(=O)(=O)c2ccc(NC(=O)c3ccc(O)cc3O)cc2)n1
→ 5.7*	-1.7	-2	-1	-2	-10	0.8	0.8	0.0	0.2	0.5
(25) COCC1CCN(Cc2nc(Cc3ccccc3Cl)no2)CC1
→ 1.6	0.3	-2	2	-2	5	0.0	2.1	0.3	-0.8	5.1
(26) OCCNc1nc(Nc2ccccc2O)nc(N2CCCC2)n1
→ -2.3	0.8	0	-6	-2	-5	-0.5	4.4	0.1	-1.4	-1.2
(27) CC1(C(=O)NS(=O)(=O)c2ccccc2OC(F)(F)F)CCN1C(=O)Cc1ccccc1 (stereo unspecified)
→ -0.7	0.4	1	2	4	-1	.	0.1	0.5	-0.9	0.1
(28) C=CCn1c(N)cc(=O)nc1SCC(=O)Nc1ccccc1
→ -0.2	0.2	-3	0	1	4	2.4	2.6	0.6	0.1	1.2
(29) O=P(CCCCCCCCCP(=O)(c1ccccc1)c1ccccc1)(c1ccccc1)c1ccccc1
→ -2.9	-0.4	-3	4	-5	-23	-2.5	-8.3	-2.0	-1.8	-4.0
(30) CCCN(CC(=O)Nc1ccccc1OC)C(=O)c1cccc(S(=O)(=O)NCc2ccccc2)c1
→ -0.7	-0.6	-3	-5	-4	-9	-0.1	3.5	-0.4	-0.7	-1.8
(31) CC1=C(C(=O)N2CCCC(N3CCN(c4cccc(C(F)(F)F)c4)CC3)C2)OCCO1 (stereo unspecified)
→ -1.9	-0.3	-1	-3	0	-3	-0.5	-1.0	-2.1	-1.4	-0.9
(32) CN(C)N=Nc1ccc2nc[nH]c2c1
→ 1.9	-0.4	2	-1	1	-5	1.8	-1.9	0.1	-1.0	-0.2
(33) N#CC1(C#N)C(c2ccccc2)OC23CCCCCC2C1(C#N)C(=N)O3 (stereo unspecified)
→ -1.7	3.6	-5	5	0	3	0.4	0.3	0.4	-1.1	0.0
(34) O=C(COC(=O)c1cc(S(=O)(=O)N2CCOCC2)ccc1Cl)Nc1ccccc1Cl
→ 1.5	0.0	2	0	-1	-3	2.3	-1.5	-0.5	-0.6	1.6
(35) CC(=O)Nc1cccc(Oc2ccc3c(c2)C(=O)NC3=O)c1
→ 3.6	0.3	7	-2	1	0	3.2	7.6	0.2	-0.1	3.3
(36) CC(C)(C)c1cc(NC(=O)COC(=O)c2ccc3c(=O)n4c(nc3c2)CCC4)n(-c2ccccc2)n1
→ -0.4	0.4	-3	-2	-8	6	1.5	3.4	0.1	-1.1	0.6
(37) CC(=O)N1CCN(C(=S)Nc2ccc(Oc3ccccc3)cc2)CC1
→ -2.5	0.4	-2	5	4	11	-0.5	2.8	0.3	-1.0	-4.6
(38) O=C(CN(c1ccc(F)cc1)S(=O)(=O)c1ccccc1)NCCSC1CCCCC1
→ -2.8	0.6	-2	8	-1	-19	-0.1	7.0	-0.8	-0.4	0.6
(39) Cc1nn(CCOc2ccccc2)c(=O)n1-c1ccccc1
→ 2.4	-0.1	2	6	3	-1	0.8	2.0	1.0	-0.8	4.5
(40) O=C(NC1CCCCCC1)c1cc(S(=O)(=O)N2CCOCC2)ccc1N1CCCCC1
→ -1.3	0.6	-3	-1	-4	-9	-1.8	1.3	-1.1	-2.0	-2.8
(41) CCOC(=O)N1CCN(Cc2cn[nH]c2-c2cccc3ccccc23)CC1
→ -0.1	0.0	-4	-5	-1	1	1.7	0.8	0.1	-1.8	-2.7
(42) CC(C)Cn1c(N)c(C(=O)NCc2cccs2)c2nc3ccccc3nc21
→ -0.4	-16	-7	1	2	-2	-0.4	-0.6	-2.2	-0.5	-1.3
(43) COC(=O)c1ccc(COc2cccc3c2CCN(Cc2ccccc2)C3=O)o1
→ -4.5	-0.2	-6	2	4	-10	-1.9	1.3	-1.1	-2.0	-4.4
(44) Cc1cc(NS(=O)(=O)c2ccc(OCCNS(C)(=O)=O)cc2)no1
→ -1.2	0.8	-3	5	-2	7	-0.6	-2.5	0.2	-2.0	-1.6
(45) COc1cc(CN2CCN(c3ncc(Cc4ccccc4)cn3)CC2)cc(OC)c1
→ -1.0	0.5	-5	4	3	-6	.	.	-0.5	-0.7	0.9
